Assay outcomes (PubChem)
RGS8-Gao reg – modulates binding of RGS8 to human Galphao; 220,000 tested, 0.34% active; AID 1423; multiplexed bead flow cytometry; actives lie on both sides; response (percent of control binding), % at 10 µM; P09471; in the data active means response below about 60% or above about 140%; inactive means in between;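 further: Galphao activated as the GDP aluminium fluoride complex binding bead-coupled RGS8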
ABCG2 block – human ABCG2 inhibition, ABCB1 as counter-screen | AID 1325 | IgMXP3 cells, JC-1 efflux, flow cytometry | 190,000 tested, 0.1% active | inhibition, % at 6.6 µM;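 active means inhibition above 80%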;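 further: 0% = DMSO and 100% = nicardipine control wells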
Target sequence (Q9UNQ0 whole entry, looked up): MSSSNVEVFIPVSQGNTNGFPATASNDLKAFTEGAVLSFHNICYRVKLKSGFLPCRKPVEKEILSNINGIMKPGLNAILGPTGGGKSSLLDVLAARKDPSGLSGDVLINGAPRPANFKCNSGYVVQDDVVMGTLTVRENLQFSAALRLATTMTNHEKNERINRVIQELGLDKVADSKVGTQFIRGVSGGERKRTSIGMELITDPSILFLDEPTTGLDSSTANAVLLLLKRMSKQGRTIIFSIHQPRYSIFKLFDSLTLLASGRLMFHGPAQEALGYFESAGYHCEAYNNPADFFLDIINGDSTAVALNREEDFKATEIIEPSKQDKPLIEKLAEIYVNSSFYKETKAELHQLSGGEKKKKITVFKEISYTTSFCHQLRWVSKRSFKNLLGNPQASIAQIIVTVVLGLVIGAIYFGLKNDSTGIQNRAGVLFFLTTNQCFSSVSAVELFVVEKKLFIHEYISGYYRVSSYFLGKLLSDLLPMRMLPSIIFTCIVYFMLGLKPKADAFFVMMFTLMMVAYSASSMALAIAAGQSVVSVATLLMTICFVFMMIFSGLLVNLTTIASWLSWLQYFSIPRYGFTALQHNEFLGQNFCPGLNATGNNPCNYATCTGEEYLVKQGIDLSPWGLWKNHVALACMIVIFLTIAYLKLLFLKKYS
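Measure – % inhibition of efflux relative to nicardipine and DMSO · Test system – ABCG2 IgMXP3 and barcoded ABCB1 CCRF-Adr cell mix · Control set – nicardipine as high control, DMSO as low control · Compound – one concentration, 6.6 µM final · Signal – flow cytometry of retained JC-1 fluorescence · Timing – 10 min exposure at 25 °C with rotation, no wash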
RGS7-Gao – regulators of human RGS7-Galphao interaction. P09471. Multiplexed bead flow cytometry, RGS7-Galphao binding; actives lie on both sides. binding response (% of control), % at 10 µM. 220,000 tested, 0.35% active; in the data active means binding response below about 49% or above about 150%; inconclusive means no clear call, values can overlap the other calls; inactive means in between;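 further: fluorescent Galphao held in activated GDP-AlF4 state binding bead-coupled RGS7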
ABCB1 inh – human ABCB1 inhibition, ABCG2 as counter-screen | P08183 | CCRF-Adr cells, JC-1 efflux, flow cytometry | inhibition, % at 6.6 µM | 190,000 tested, 0.067% active; in the data active means inhibition above about 40%;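 further: 0% = vehicle and 100% = reference inhibitor; higher value means more JC-1 retained so stronger ABCB1 efflux block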
Bim-Bcl-B – human Bim-Bcl-B interaction inhibition; bead-based flow cytometry, Bim peptide-Bcl-B binding; inhibition, % at 10 µM; 190,000 tested, 0.073% active; AID 951;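 further: 0% = tracer peptide without compound and 100% = reference inhibitor peptide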
Target sequence (Q9HD36 whole entry, looked up): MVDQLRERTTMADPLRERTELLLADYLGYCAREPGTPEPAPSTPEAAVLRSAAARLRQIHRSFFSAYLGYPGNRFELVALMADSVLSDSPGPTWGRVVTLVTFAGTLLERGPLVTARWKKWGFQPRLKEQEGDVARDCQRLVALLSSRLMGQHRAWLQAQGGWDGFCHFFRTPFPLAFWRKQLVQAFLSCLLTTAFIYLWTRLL
GSH bead fluor – GSH bead compound fluorescence profile. GSH beads flow cytometry, compound fluorescence 488/530 nm; hits give high values. fluorescence (KMESF) at 10 µM. 190,000 tested, 0.25% active. AID 1776; in the data active means fluorescence above about 89;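 further: glutathione beads carrying GST-tagged Bcl family fusion proteins plus one bare bead set; values are compound well signal with DMSO vehicle wells as background; inactives centre near 16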
RGS4-Gao reg – modulates binding of RGS4 to human Galphao. Multiplexed bead flow cytometry; actives lie on both sides. P09471. binding response (% of control), % at 10 µM. 220,000 tested, 0.33% active; in the data active means binding response below about 49% or above about 150%; inactive means in between;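 further: fluorescent Galphao activated with aluminum fluoride binding bead-coupled RGS4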
Bim-Bcl-W – disrupts Bim peptide binding to human Bcl-W; Q92843; bead-based flow cytometry; inhibition, % at 10 µM; 190,000 tested, 0.02% active;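 further: 0% = bound tracer without compound and 100% = peptide blocker; higher means less fluorescent Bim peptide bound to Bcl-W beads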
Target sequence (Q92843 whole entry, looked up): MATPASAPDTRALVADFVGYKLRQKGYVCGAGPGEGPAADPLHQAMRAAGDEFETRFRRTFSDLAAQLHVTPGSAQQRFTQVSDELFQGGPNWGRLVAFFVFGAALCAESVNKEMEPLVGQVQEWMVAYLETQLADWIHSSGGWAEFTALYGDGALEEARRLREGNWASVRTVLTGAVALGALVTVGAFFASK
Bfl-1 Bim block – inhibitors of Bim-Bfl-1 interaction, human; inhibition, % at 10 µM; 190,000 tested, 0.12% active; AID 1008; Bead-based flow cytometry, Bim-Bfl-1 binding inhibition; Q16548;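 further: 0% = wells without compound plus tracer and 100% = blocker peptide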
Bim-Bcl-XL – human Bim-Bcl-XL interaction inhibition; Q07817; Bim peptide-Bcl-XL binding, bead flow cytometry, fluorescence; inhibition, % at 10 µM; 190,000 tested, 0.04% active; AID 1007
Bcl-2 Bim block – inhibitors of Bim-Bcl-2 interaction, human. P10415. Bead-based flow cytometry, Bim peptide-Bcl-2 binding. inhibition, % at 10 µM. 190,000 tested, 0.06% active. AID 950; in the data active means inhibition above about 40%; inconclusive means no clear call, values can overlap the other calls;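 further: 0% = no compound wells with probe peptide and 100% = reference peptide inhibitor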
* marks the source's active call; other numbers are inactive results; ? = inconclusive; . = not tested or not shown. Unless noted, no stated cut-off is given here; in the data, active means inhibition above about 40%. Compounds were not picked by outcome, and some 1.1% of all compounds hit somewhere here.

Sequence of screens: RGS8-Gao reg	ABCG2 block	RGS7-Gao	ABCB1 inh	Bim-Bcl-B	GSH bead fluor	RGS4-Gao reg	Bim-Bcl-W	Bfl-1 Bim block	Bim-Bcl-XL	Bcl-2 Bim block
C=CCN(CC=C)S(=O)(=O)c1ccc(NC(=S)NC(=O)/C=C/c2ccccc2)cc1
  96	2	103	0.4	0	7	99	-3	-3	-6	-2
CCOC(=O)C1CCN(C(=O)C2CCN(S(=O)(=O)c3cc(Cl)ccc3Cl)CC2)CC1
  101	2	99	0.1	-2	17	99	1	1	0	-1
COc1ccc2c(c1)-c1c(ssc1=S)C(C)(C)N2C(=O)CSC1=NCCS1
  101	1	97	1.4	-12	30	95	-5	-12	-17	-14
Cc1ccccc1Cn1nnc(-c2cccc(C(=O)O)c2)n1
  100	1	101	-0.3	-7	43	110	2	-11	-12	-7
CCCNC(=O)c1ccc(SCC(=O)N(CC)CC)c([N+](=O)[O-])c1
  102	28	102	0.3	-7	14	103	-4	-4	-5	-2
C=CCn1c(-c2csc(-c3ccc(Cl)cc3)n2)n[nH]c1=S
  97	-1	105	-0.5	-3	23	101	-3	-1	-3	-3
CCNC(=S)N(Cc1ccc(OC)cc1)C1CC(=O)N(c2ccc(OCC)cc2)C1=O (stereo not given)
  .	1	.	0.7	-7	18	.	4	-13	-2	-5
CCc1c(C(=O)OC)nnc2cc(C)nn12
  102	13	100	-0.9	-8	36	101	0	-17	-10	-9
Cc1cc(C)c(NC(=S)NC(NC(=O)c2ccccc2)C(Cl)(Cl)Cl)c(C)c1 (stereo not given)
  102	1	102	-9.2	-14	12	101	-3	0	-6	-3
CCN1C(=O)CS/C1=N\c1nccs1
  101	0	100	-0.2	-12	29	101	-5	-17	-10	-8
COCCn1c(C)cc(C(=O)COc2ccc(C)nc2[N+](=O)[O-])c1C
  101	1	98	0.3	-2	21	99	-2	-3	-1	-3
Cc1ccsc1C1C(C(=O)O)c2ccccc2C(=O)N1C (stereo not given)
  97	1	98	0.3	0	24	97	-5	-2	-3	-7
Cc1ccc(-n2ncc3c(N4CCC5(CC4)OCCO5)ncnc32)c(C)c1
  108	1	106	0.1	-5	22	107	0	-9	-4	-5
CCCCN(CC)c1nc(N)c2c(N)nc(OCC)cc2c1C#N
  99	78	97	4.1	-10	31	96	-2	-19	-7	-10
COc1ccc(OC)c(NC(=O)c2cc3c(=O)n4ccccc4nc3n2C)c1
  100	-1	101	-0.4	-1	19	98	2	-1	1	-1
COCCn1c(SCC#N)nnc1-c1ccc2c(c1)OCO2
  98	1	100	0.3	-4	9	97	-2	-3	0	-6
Cc1ccccc1NCC(=O)N/N=C\C=C\c1cccc([N+](=O)[O-])c1
  95	29	95	1.0	1	20	90	-1	-1	-4	-3
CC(=O)OC(Cn1ccnc1)c1ccccc1 (stereo not given)
  104	5	99	0.1	-7	29	101	0	-17	-3	-10
Cc1onc(-c2ccccc2Cl)c1C(=O)Nc1ccccc1C(=O)NC(C)C
  101	17	101	1.4	-4	27	99	0	-16	-5	-12
Cc1nnc(SCc2ccc(Cl)cc2)n1CC1CCCO1 (stereo not given)
  101	0	99	0.0	1	22	100	0	0	0	-2
O=C(Nc1ccc(Cn2cccn2)cc1)c1ccc(COc2cccc(Br)c2)cc1
  101	1	102	0.1	-5	61	98	7	-8	2	-4
O=c1c2ccccc2nc(SCc2cccc(F)c2)n1-c1cccc(S(=O)(=O)N2CCCC2)c1
  86	-1	100	0.4	-4	18	92	-2	0	-2	0
COc1ccc(/C=C/c2cc(=O)c3cc(Cl)ccc3o2)cc1
  108	9	110	0.6	-1	3	111	1	1	2	5
CC(C)Oc1cccc(C(=O)NC(=S)N2CCN(c3ccc(C(F)(F)F)cc3[N+](=O)[O-])CC2)c1
  103	5	100	1.4	-11	41	102	-2	-9	-11	-9
Cc1nn(C)c(C(=O)NNC(=S)NC2CCCCC2)c1Br
  107	-5	106	-2.0	-5	19	107	-1	2	-1	-3
Cn1nc(C(F)(F)F)c(C(=O)Nc2ccc(C(F)(F)F)cc2)c1Cl
  100	9	96	0.5	-5	24	98	0	-8	-1	-5
Cc1cc(C)c(S(=O)(=O)c2ccc(Cl)cc2C)c(Cl)n1
  95	1	93	0.3	-4	15	96	-2	-6	-4	-6
Cc1ncsc1C(=O)NCc1ccc(N2CCCC2=O)cc1
  102	0	104	-0.1	-7	15	105	2	-9	-3	-4
CC1(C)C(=O)NCCN1C(=O)CCC(=O)O
  76	-1	91	-0.5	6	16	93	4	3	2	-4
FCCCOc1ccc(-c2nccc(-c3ccc(Cl)cc3)n2)cc1
  105	15	105	1.2	-12	33	107	1	-12	6	-10
COC(=O)[C@@H]1CC[C@H](C)[C@@H](c2ccc(C)cc2)N1C(=O)c1ccc(/C=N/OCC[C@@H]2C=C[C@H](OC(C)=O)[C@@H](COC(C)=O)O2)cc1
  95	-3	97	12	-6	18	97	-6	-1	-3	-5
CC(C)(NC(=O)N1CCCC1)c1cccc(C(C)(C)NC(=O)N2CCCC2)c1
  95	-8	100	-5.8	-2	25	98	0	0	4	2
CCCCCCCCCCC(=O)NNC(=O)c1c(O)c2ccccc2n(CC)c1=O
  104	0	99	-0.1	0	10	103	0	-3	-2	3
COC(=O)COc1ccc(NC(=O)C2CCCO2)cc1 (stereo not given)
  99	2	104	0.3	-9	36	103	-2	-17	-14	-13
COc1ccc(Cl)cc1NC(=O)c1nc2nc(C)cc(C(F)F)n2n1
  100	10	99	0.9	-5	17	101	1	-11	-4	-4
COc1ccc(S(=O)(=O)Nc2nnc(C)s2)cc1
  98	1	101	0.0	-9	14	100	3	-1	-4	-3
O=C(Nc1ccc(Cl)c(Cl)c1)c1ccncc1
  102	6	100	0.6	0	22	102	0	-3	0	-1
O=S(=O)(c1ccc(NCc2ccc(F)cc2)nc1)N1CCCC1
  103	11	96	0.7	-11	9	101	-1	-5	-5	-4
O=C(Nc1cccnc1)C(Cc1ccccc1)n1cccc1 (stereo not given)
  100	0	101	0.1	-9	23	102	0	-11	-4	-13
O=C(Nc1ccc(N2CCOCC2)c(Cl)c1)c1cc2ccccc2o1
  107	3	112	1.0	-1	33	111	-1	1	-5	0
CN(CC(=O)Nc1ccc(F)c(F)c1)S(=O)(=O)c1cccc2nsnc12
  99	9	95	0.4	0	15	98	2	0	1	1
NC(=O)CSc1nnc(Cc2ccc3c(c2)OCO3)n1C1CCCCC1
  100	1	96	0.2	-5	53	100	0	-14	-2	-9
COc1ccc(N(CC(=O)NN=C2CCCC2)S(=O)(=O)c2ccccc2)cc1
  96	0	100	0.2	-2	8	97	0	-2	-4	-2
c1ccc2[nH]c(-c3nc4ccccc4[nH]3)nc2c1
  95	1	91	0.1	-2	13	92	-2	-2	-2	-5
Cc1cc(Cl)n2c(nc3ccccc32)c1C#N
  98	4	96	0.5	-1	7	97	-7	3	-7	-1
COc1cc(C)c(Br)cc1S(=O)(=O)NCc1ccccc1
  103	1	101	0.3	-3	64	102	1	-1	-3	-1
COC(=O)c1ccccc1NC(=O)CCS(=O)(=O)c1ccc(Br)s1
  103	22	98	0.6	-6	26	101	-2	-18	-12	-12
CCOc1cccc(-c2cc(C(=O)N3N=C(C)CC3(O)C(F)F)c3ccccc3n2)c1 (stereo not given)
  102	6	98	0.8	0	12	104	-4	3	0	-2
O=C(NNC(=O)c1cc(-c2ccc(Cl)c(Cl)c2)nc2ccccc12)Nc1ccccc1
  105	0	104	-0.3	0	10	108	0	-1	-5	0
O=C(NN=C1C2CC3CC(C2)CC1C3)c1cccs1
  100	1	103	0.2	-6	14	100	1	-14	-7	-3
COc1ccc(Cc2nnc(SCC(=O)NC(C)c3ccccc3)o2)cc1 (stereo not given)
  103	3	100	1.0	-6	22	97	-3	-2	-3	-11
O=C(c1cccc([N+](=O)[O-])c1)N1CCCN(C(=O)c2cccc([N+](=O)[O-])c2)CC1
  101	0	103	0.3	-7	11	104	-5	-3	-7	-3
CCOC(=O)NC(Nc1sc2c(c1C(=O)OC)CCN(C)C2)(C(F)(F)F)C(F)(F)F
  97	0	97	0.4	-5	22	100	2	-8	4	-8
COc1ccc(-c2coc3cc4oc(=O)c5ccccc5c4cc23)cc1F
  107	-8	91	-1.7	-7	15	93	-4	-7	-5	-10
COc1ccccc1/C=C1/SC(=O)N(CCC(=O)Nc2ccc(S(=O)(=O)Nc3nccs3)cc2)C1=O
  107	-2	108	-0.7	-8	5	103	-3	-4	-8	-6
Nc1nonc1-n1nnc(C(=O)O)c1-c1cccs1
  95	2	97	0.4	-8	67	92	1	-10	8	-6
COc1ccc(S(=O)(=O)N(C)c2ccc(C(=O)N3CCOCC3)cc2)cc1
  103	0	100	0.1	-9	15	104	-1	-9	0	-6
CCOC(=O)C(=O)/C(C#N)=C/Nc1ccc(F)cc1
  98	3	102	0.4	-6	17	97	2	-10	2	-2
CCOCCOC(=O)c1ccc(-n2cncn2)nc1
  96	1	97	0.3	-5	34	97	0	-10	-9	-7
COc1ccc2c(c1)OC1(C)CC2C(C(=O)c2ccccc2OC)C(=O)N1 (stereo not given)
  104	5	108	-0.1	-3	13	111	-2	-3	-5	0

The listing continues:
Sequence of screens: RGS8-Gao reg	ABCG2 block	RGS7-Gao	ABCB1 inh	Bim-Bcl-B	GSH bead fluor	RGS4-Gao reg	Bim-Bcl-W	Bfl-1 Bim block	Bim-Bcl-XL	Bcl-2 Bim block
Cc1ccc(S(=O)(=O)Nc2cc(C)c(O)cc2C)cc1
  100	2	?	0.5	0	13	100	1	-3	0	0
O=C(OCC(=O)N1CCCc2ccccc21)c1ccc(Br)o1
  99	11	95	0.0	-7	13	101	0	-11	-6	-10
Cc1nc2c(C(=O)NCCc3ccccc3Cl)c[nH]n2c(=O)c1Cl
  101	-9	105	-2.5	-1	22	103	0	0	-5	-1
CCN(CC)c1ccc(NC(=O)COC(=O)CCC(=O)c2ccc(F)cc2)cc1
  97	-1	96	-0.2	0	6	97	4	4	-2	4
COc1ccc(CC(=O)Nc2ccc(C(=O)O)cc2NC(=O)Cc2ccc(OC)cc2)cc1
  104	0	102	0.1	2	21	93	4	0	2	3
COC(=O)c1sccc1NC(=O)Nc1ccc(Cl)c(Cl)c1
  94	1	96	-0.2	1	51	98	1	1	4	4
Cc1c(NC(C)c2cc(Cl)ccc2O)c(=O)n(-c2ccccc2)n1C (stereo not given)
  102	14	102	0.8	-10	26	101	-1	-20	-10	-14

A different layout for some results above.
> COc1ccc(N(CC(=O)NN=C2CCCC2)S(=O)(=O)c2ccccc2)cc1
  RGS8-Gao reg = 96
  ABCG2 block = 0
  RGS7-Gao = 100
  ABCB1 inh = 0.2
  Bim-Bcl-B = -2
  GSH bead fluor = 8
  RGS4-Gao reg = 97
  Bim-Bcl-W = 0
  Bfl-1 Bim block = -2
  Bim-Bcl-XL = -4
  Bcl-2 Bim block = -2

> c1ccc2[nH]c(-c3nc4ccccc4[nH]3)nc2c1
  RGS8-Gao reg = 95
  ABCG2 block = 1
  RGS7-Gao = 91
  ABCB1 inh = 0.1
  Bim-Bcl-B = -2
  GSH bead fluor = 13
  RGS4-Gao reg = 92
  Bim-Bcl-W = -2
  Bfl-1 Bim block = -2
  Bim-Bcl-XL = -2
  Bcl-2 Bim block = -5
